Rv3671c inh: Rv3671c serine protease inhibitors, primary screen, biochemical, fluorescence polarization, M. tuberculosis H37Rv | P9WHR9 | AID 2606, 2010 | actives 0.048% (n = 320,000) | inhibition, % at 5.96 µM; in the data active means inhibition above about 38%;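 further: extracellular domain of Rv3671c used as enzyme; 0% = enzyme with DMSO and 100% = no enzyme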
FBA Mtb inh: Mtb FBA enzyme inhibitors, primary screen, biochemical, fluorescence, strain H37Rv. Fructose-bisphosphate aldolase (Mycobacterium tuberculosis (strain ATCC 25618 / H37Rv)), …. purified M. tuberculosis FBA, fluorescence read-out. inhibition, % at 1 µM. actives 2.3% (n = 360,000); in the data active means inhibition above about 27%;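 further: 0% = vehicle and 100% = reference inhibitor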
Target sequence (P9WQA3 whole entry, looked up): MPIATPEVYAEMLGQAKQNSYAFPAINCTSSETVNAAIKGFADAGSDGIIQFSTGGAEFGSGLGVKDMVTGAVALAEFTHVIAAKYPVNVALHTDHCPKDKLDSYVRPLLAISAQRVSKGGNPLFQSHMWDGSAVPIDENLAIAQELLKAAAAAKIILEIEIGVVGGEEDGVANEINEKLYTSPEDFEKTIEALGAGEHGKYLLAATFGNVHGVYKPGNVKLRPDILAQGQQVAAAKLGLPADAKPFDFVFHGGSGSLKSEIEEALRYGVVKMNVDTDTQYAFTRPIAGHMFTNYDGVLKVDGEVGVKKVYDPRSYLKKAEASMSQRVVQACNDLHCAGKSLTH
PrPC surface inh: inhibitors of human cell surface prion protein PrPC, primary screen, cell-based, TR-FRET; Major prion protein (Homo sapiens), P04156; TR-FRET read-out; inhibition, % at 13.8 µM; actives 0.43% (n = 370,000); AID 720596, 2013; in the data active means inhibition above about 24%; further: 0% = median of the test wells and 100% = reference compound wells
FadD28 FP inh: inhibitors of FadD28 bisubstrate probe binding, primary screen, biochemical, fluorescence polarization, single point; actives 0.22% (n = 360,000); AID 588549, 2011; inhibition, % at 12.5 µM; Mycobacterium tuberculosis FadD28 fatty-acid-AMP ligase; in the data active means inhibition above about 8.5%, passing the limit was not always enough; inconclusive means no clear call, values can overlap the other calls
MazF activator: activators of E. coli MazEF toxin-antitoxin RNase, primary screen, biochemical, fluorescence, uHTS; Endoribonuclease toxin MazF (Escherichia coli (strain K12)), P0AE70; FAM/BHQ RNA-DNA oligo cleavage fluorescence, 5 h; activation, % at 20 µM; actives 0.32% (n = 350,000); AID 504720, 2011; in the data active means activation above about 50%
Target sequence (P0AE70 whole entry, looked up): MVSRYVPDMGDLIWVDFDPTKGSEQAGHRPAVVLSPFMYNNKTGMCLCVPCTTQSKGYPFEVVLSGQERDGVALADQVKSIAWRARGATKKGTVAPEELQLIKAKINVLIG
GDH-TPI counter: GDH-TPI coupling enzyme inhibitors, primary screen, artefact control for M. tuberculosis FBA inhibitor project, biochemical, absorbance, full deck; GDH-TPI coupled enzyme counterscreen, NADH absorbance; inhibition, % at 4.8 µM; actives 1.2% (n = 360,000); AID 588335, 2011; in the data active means inhibition above about 30%;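 further: 0% = DMSO wells and 100% = wells lacking the enzyme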
Mtb UGM inh: M. tuberculosis UGM enzyme inhibitors, primary screen, biochemical, fluorescence polarization, single point | inhibition, % at 10 µM | UDP-galactopyranose mutase (Mycobacterium tuberculosis (strain ATCC 25618 / H37Rv)), … | actives 0.06% (n = 320,000) | purified UGM, fluorescence polarization probe displacement; in the data active means inhibition above about 10%, passing the limit was not always enough; inconclusive means no clear call, values can overlap the other calls
Target sequence (P9WIQ1 whole entry, looked up): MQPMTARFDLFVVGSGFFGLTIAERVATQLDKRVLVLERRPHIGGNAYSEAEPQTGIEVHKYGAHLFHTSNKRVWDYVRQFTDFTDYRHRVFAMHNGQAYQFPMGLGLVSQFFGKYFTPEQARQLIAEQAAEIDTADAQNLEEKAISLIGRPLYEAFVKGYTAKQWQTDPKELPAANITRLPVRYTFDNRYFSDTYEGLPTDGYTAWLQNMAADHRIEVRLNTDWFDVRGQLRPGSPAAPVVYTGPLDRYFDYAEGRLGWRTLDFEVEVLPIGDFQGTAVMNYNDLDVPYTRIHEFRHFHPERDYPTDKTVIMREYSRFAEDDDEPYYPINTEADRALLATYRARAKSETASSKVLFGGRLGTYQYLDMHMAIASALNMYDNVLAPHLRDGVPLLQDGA
BioA inh: M. tuberculosis BioA enzyme inhibitors, primary screen, biochemical, plate reader, single point, HTS; purified M. tuberculosis BioA enzyme; 7,8-diaminopelargonic acid synthase BioA (Mycobacterium tuberculosis); actives 0.096% (n = 360,000); inhibition, % at 9.99 µM; in the data active means inhibition above about 40%; inconclusive means no clear call, values can overlap the other calls
BoNT-F LC inh: BoNT/F light chain protease inhibitors, primary screen, biochemical, flow cytometry, MLPCN library | Botulinum neurotoxin type F light chain protease (Clostridium botulinum) | Multiplex microsphere protease cleavage assay | inhibition, % at 10 µM | actives 0.22% (n = 360,000) | AID 588497, 2011; in the data active means inhibition above about 35%, passing the limit was not always enough; inconclusive means no clear call, values can overlap the other calls; further: plate controls were buffer without enzyme for full effect and enzyme alone for no effect
The depositor's hits bear a star; ? = inconclusive; nt = not tested or not shown; + = active, no number.

The line under a structure holds: BioA inh	Rv3671c inh	FadD28 FP inh	BoNT-F LC inh	Mtb UGM inh	PrPC surface inh	MazF activator	FBA Mtb inh	GDH-TPI counter
1: O=C(/C=C/c1cc([N+](=O)[O-])ccc1OC(F)F)Nc1cccc2ccccc12
    nt	-14	-1.4	-6	0.0	2	11	1	-5
2: Cc1ccc(NC(=O)COC(=O)Cc2c[nH]c3ccccc23)cc1C
    0.0	8	-1.0	?	nt	2	1	3	9
3: O=C(NCc1nc2ccccc2[nH]1)c1cccs1
    -0.7	3	-0.8	-8	-1.9	3	7	-1	7
4: Cc1c(Cl)cccc1NC(=O)CC1SC(=NCC2CCCO2)NC1=O (stereo not given)
    nt	-3	-0.6	0	-1.3	-5	-4	0	2
5: Cc1[nH]n(-c2ccc([N+](=O)[O-])cc2)c(=O)c1C=NCCc1c(C)[nH]c2ccccc12
    0.2	-2	-1.0	5	-1.0	1	4	-2	31*
6: CON(C)C(=O)/C=C/CCCCNC(=O)OC(C)(C)C
    -0.4	4	-3.0	0	nt	-1	4	1	-8
7: COC(=O)CNC(=O)C1CCN(C(=O)OCc2ccccc2)CC1
    0.8	2	-0.5	-4	-3.7	5	5	0	2
8: Fc1ccc(-c2nc(-c3cnccn3)no2)c(Cl)c1
    -1.2	16	-0.6	nt	2.0	0	-1	0	5
9: COc1ccc(NC(=O)CSc2cn[nH]n2)cc1OC
    1.0	-5	-3.6	8	2.9	-5	-34	0	-5
10: O=C(O)c1cccc(-c2ccc(/C=N/Nc3ccc([N+](=O)[O-])cc3)o2)c1
    1.9	6	23*	-1	0.9	-32	-4	-42	33*
11: CN(CCO)CC(O)Cn1cnc2c1c(=O)n(C)c(=O)n2C (stereo not given) (tested in a mixture with another compound)
    0.3	2	0.5	-11	1.4	nt	4	2	4
12: O=C(NCC1CCCO1)C(c1cccs1)N(C(=O)c1ccc(CN2CCOCC2)o1)c1ccc(Cl)cc1 (stereo not given)
    nt	-5	-1.1	-3	-1.2	-1	0	2	1
13: C=CCNC(=O)c1ccc2c(=O)n(Cc3ccccc3OC)c(=S)[nH]c2c1
    -0.8	-12	-1.3	7	0.5	-2	4	-2	-1
14: CC(C)CO/C(=N/S(=O)(=O)c1ccccc1)c1ccccc1
    -1.1	-5	-5.1	-3	-0.5	1	5	0	-8
15: CN(C)C(=O)COC(=O)c1ccccc1Sc1ccccc1C#N
    nt	6	-4.2	-1	0.3	9	-1	-1	-10
16: COc1cc(F)ccc1-c1cc(C(=O)NCc2cccc(Cl)c2)[nH]n1
    0.0	nt	-7.4	-7	nt	-6	nt	-2	3
17: CCCc1ccc2oc(C(=O)N3CCC(COC)C3)c(C)c2c1 (stereo not given)
    2.2	16	-3.4	-8	-1.8	0	-13	0	-4
18: CCC(CC)n1c(C)cc(=O)n1C(CC)CC
    nt	nt	-2.3	-1	nt	3	3	-3	0
19: CCOC(=O)C(Oc1ccc(=O)n(-c2ccccc2)n1)C(C)=O (stereo not given)
    -0.9	-4	-0.6	-4	2.5	-7	-4	-1	6
20: CC(NC(=O)C1CCN(C(=O)[C@@H]2Cc3ccccc3CN2C(=O)OC(C)(C)C)CC1)c1ccccc1 (stereo not given in full)
    0.3	1	-2.8	5	-0.3	6	3	0	-2
21: O=C(CSc1nc2ccccc2c(=O)n1-c1ccccc1)NCc1ccco1
    1.6	-3	-2.3	-10	-0.2	-3	11	3	0
22: CCOc1ccccc1NC(=O)CCn1nc(C)c(S(=O)(=O)N2CCCCC2)c1C
    0.6	1	-1.3	2	0.7	6	4	2	-4
23: O=C(O)c1cccc(Nc2ncnc3sccc23)c1
    nt	-6	-3.2	-2	4.2	10	-23	2	11
24: O=C(CCn1c(=O)oc2ccccc21)Nc1cccc([N+](=O)[O-])c1
    -0.6	-3	-2.8	0	-3.0	-4	5	-1	-1
25: CN(C(=O)c1ccc2c(c1)S(=O)(=O)N=C1CCCCCN12)c1ccccc1
    5.8	6	-1.3	?	3.5	-1	-2	3	18
26: Cc1c(C(=O)N2CCc3ccccc3C2)oc2ccccc12
    5.5	2	-2.2	5	1.7	-1	-1	0	14
27: COC(=O)[C@]1(C)CCC[C@@]2(C)C3CC[C@]4(OC(C)=O)C[C@@]3(CCC21)CC4=O (stereo not given in full)
    0.3	0	-7.3	-8	1.5	-1	-1	5	14
28: CN(C)CCNC(=O)c1cc2c(s1)-c1ccccc1OC2
    -0.3	-4	-3.9	-14	1.4	-12	10	+	32*
29: Cc1ccc(C)c(/C(O)=C2/C(=O)C(=O)N(CCN3CCOCC3)C2c2ccco2)c1 (stereo not given)
    -1.3	-3	-1.1	-7	1.8	-6	-4	2	5
30: COc1ccc(/C=C2\CCCC3C2=NN(C(=O)c2scnc2C)C3c2ccc(OC)c(OC)c2)cc1OC (stereo not given)
    0.3	6	-3.3	-6	-1.4	6	18	-4	5

Profiles from above. Order of values: BioA inh	Rv3671c inh	FadD28 FP inh	BoNT-F LC inh	Mtb UGM inh	PrPC surface inh	MazF activator	FBA Mtb inh	GDH-TPI counter
O=C(NCc1nc2ccccc2[nH]1)c1cccs1 is entered as -0.7	3	-0.8	-8	-1.9	3	7	-1	7
COC(=O)CNC(=O)C1CCN(C(=O)OCc2ccccc2)CC1 is entered as 0.8	2	-0.5	-4	-3.7	5	5	0	2
COC(=O)[C@]1(C)CCC[C@@]2(C)C3CC[C@]4(OC(C)=O)C[C@@]3(CCC21)CC4=O (stereo not given in full) is entered as 0.3	0	-7.3	-8	1.5	-1	-1	5	14

Results in BoNT-F LC inh and FBA Mtb inh, for two of the compounds above:
entry	Molecule	BoNT-F LC inh	FBA Mtb inh
20	CC(NC(=O)C1CCN(C(=O)[C@@H]2Cc3ccccc3CN2C(=O)OC(C)(C)C)CC1)c1ccccc1 (stereo not given in full)	5	0
21	O=C(CSc1nc2ccccc2c(=O)n1-c1ccccc1)NCc1ccco1	-10	3

Back to the main list with the 2 entries that preceded the break.
The line under a structure holds: BioA inh	Rv3671c inh	FadD28 FP inh	BoNT-F LC inh	Mtb UGM inh	PrPC surface inh	MazF activator	FBA Mtb inh	GDH-TPI counter
29: Cc1ccc(C)c(/C(O)=C2/C(=O)C(=O)N(CCN3CCOCC3)C2c2ccco2)c1 (stereo not given)
    -1.3	-3	-1.1	-7	1.8	-6	-4	2	5
30: COc1ccc(/C=C2\CCCC3C2=NN(C(=O)c2scnc2C)C3c2ccc(OC)c(OC)c2)cc1OC (stereo not given)
    0.3	6	-3.3	-6	-1.4	6	18	-4	5
31: CC(C)(C)c1ccc(OCC(=O)N/N=C/C2CC=CCC2)cc1 (stereo not given)
    nt	8	-0.7	-7	nt	7	12	8	-2
32: CC(=O)OCC(=O)[C@@]1(O)CC[C@H]2[C@@H]3CCC4=CC(=O)C=C[C@]4(C)[C@H]3[C@@H](O)C[C@@]21C
    -0.1	1	-0.3	-3	2.7	2	10	1	13
33: COCCCNC(=O)c1cccc2c(-c3ccc(O)c(OC)c3)coc12
    -0.8	nt	-0.1	-1	nt	12	nt	1	6
34: CC1=C(C(=O)OCc2ccccc2)C(c2cccc(Cl)c2Cl)NC(=O)N1CCCCCC(=O)O (stereo not given)
    15	-7	-3.1	-1	-0.3	9	4	0	-4
35: Cc1cc(-c2nn(-c3ccccc3)cc2/C=C2\SC(N)=NC2=O)ccc1OC(C)C
    -0.5	-2	-2.0	-12	2.3	5	-36	-1	-2
36: CC(C)(C)NC(=O)COC(=O)c1cc(F)c(F)cc1Cl
    0.3	-6	0.3	-4	1.9	0	0	3	7
37: NS(=O)(=O)c1ccc(CCNC(=O)CSc2ccc([N+](=O)[O-])cc2)cc1
    0.6	-1	nt	5	0.1	-13	5	-4	6
38: CCCOC(=O)c1ccc(NC(=O)C2CCCO2)cc1 (stereo not given)
    -0.7	-3	-2.7	2	-1.5	-2	7	-1	2
39: CN(Cc1nnc(-c2ccc(F)cc2)o1)c1ccccc1
    0.2	-3	nt	0	0.0	10	9	-1	2
40: CC(C)(C)n1ncc2c(=O)n(Cc3ccc(Cl)c(Cl)c3)cnc21
    nt	3	-4.1	-19	0.0	3	2	-3	11
41: COCCNC(=S)N/N=C/c1c(C)[nH]c2ccccc12
    nt	1	-1.9	-20	0.7	-3	8	1	31*
42: COc1ccc(CN(CCCn2cnc3c(OC)ncnc32)CCCn2cnc3c(OC)ncnc32)cc1
    -0.5	nt	1.2	-5	nt	-5	-44	1	-6
43: CC(NC(=O)Cc1ccc(S(=O)(=O)N2CCOCC2)s1)c1ccc(Br)cc1 (stereo not given)
    -0.1	nt	-3.1	-11	nt	8	5	-1	3
44: O=C(CSc1nnc(COc2cccc3ccccc23)o1)N1c2ccccc2CCc2ccccc21
    0.6	-23	-5.1	0	-0.9	6	1	0	-4
45: O=C1c2ccccc2NC(c2cccs2)N1NS(=O)(=O)c1ccccc1 (stereo not given)
    nt	-2	0.8	-2	-0.6	16	-10	10	6
46: O=C(NCc1ccccc1Cl)c1cnc2ccccc2n1
    9.1	0	-3.3	-2	-2.0	-18	3	2	1
47: Cc1ccc(S(=O)(=O)N2CCOC2CNC(=O)C(=O)NCCCN2CCOCC2)cc1 (stereo not given)
    -1.8	-2	-2.0	18	1.7	5	1	1	5
48: CCOc1ccc(N2CC(C(=O)N3CCN(C(=O)c4ccco4)CC3)CC2=O)cc1 (stereo not given)
    -2.1	-2	-0.3	10	-0.9	-2	-35	4	-1
49: Cc1ccc(NC(=O)O/N=C/c2ccc(Br)cc2)cc1
    -1.0	-10	0.7	0	-0.6	11	8	-4	7

Entries listed so far with a COOH group (three):
The line under a structure holds: BioA inh	Rv3671c inh	FadD28 FP inh	BoNT-F LC inh	Mtb UGM inh	PrPC surface inh	MazF activator	FBA Mtb inh	GDH-TPI counter
10: O=C(O)c1cccc(-c2ccc(/C=N/Nc3ccc([N+](=O)[O-])cc3)o2)c1
    1.9	6	23*	-1	0.9	-32	-4	-42	33*
23: O=C(O)c1cccc(Nc2ncnc3sccc23)c1
    nt	-6	-3.2	-2	4.2	10	-23	2	11
34: CC1=C(C(=O)OCc2ccccc2)C(c2cccc(Cl)c2Cl)NC(=O)N1CCCCCC(=O)O (stereo not given)
    15	-7	-3.1	-1	-0.3	9	4	0	-4

Screens: PubChem BioAssay, several laboratories
